# ASK1 primary: human ASK1 kinase inhibition, primary screen; Q99683; AlphaScreen MKK6 phosphorylation by ASK1, luminescence; inhibition, % at 7.44 µM; hit rate 0.99% among 22,000; AID 1159602; in the data active = inhibition above about 35%;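 note: 0% = median of compound wells and 100% = no enzyme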
# ULK1 primary: human ULK1 kinase inhibition, primary screen | inhibition, % at 5.96 µM | hit rate 1.9% among 30,000 | AlphaScreen Atg13 phosphorylation by ULK1, luminescence; in the data active = inhibition above about 43%;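 note: 0% = median of compound wells and 100% = no enzyme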
# The depositor's hits bear a star; · = no result given; & = joins results of further samples.
SMILES,ASK1 primary,ULK1 primary
COc1cc(Nc2nc(NCc3cccnc3)c3ncn(CCN4CCCC4=O)c3n2)cc(OC)c1OC,-11,24
CC(C)n1cnc2c(NCc3cccnc3)nc(-c3ccc(C(=O)N4CCN(C)CC4)cc3)nc21,-9,1
CC(C)N(CCNc1ncnc2c1nc(-c1cccc(N)c1)n2C(C)C)C(C)C,12,3
CC(=O)Nc1ccc(Nc2nc(NCCN3CCOCC3)nc3c2ncn3Cc2ccc(C(F)(F)F)cc2)cc1,1,-17
FC(F)(F)c1ccc(Nc2nc(NCCN3CCOCC3)c3ncn(-c4ccsc4)c3n2)cc1,0,-39
CCNc1nc(Nc2ccc(N3CCOCC3)cc2)c2cc(OC)c(OC)cc2n1,43*,7
O=C(Nc1ccccc1)c1ccc(-c2ccc(N3CCOCC3)nc2)s1,-2,2
COc1cccc(CNC(=O)Nc2ccc(-c3cn[nH]c3)cc2OCCCO)c1,0,-5
CN1CCN(C(=O)CCc2ccc3c(c2)CCO3)CC1,·,1
Cc1nc(N)sc1C(=O)N/N=C/c1ccc(C(=O)O)cc1,·,12
NC(=O)c1ccc2nc(N3CCc4ccccc4C3)sc2c1,8,-1
NC(=O)c1csc(N2CCc3ccccc3C2)n1,2,-4
O=C(NCCCN1CCCC1=O)c1csc(NCc2ccc3c(c2)OCO3)n1,-9,6
NC(=O)C1CCN(c2ccc(Nc3ccc(C(F)(F)F)cc3)nn2)CC1,4,9
Cc1c(-c2cn[nH]c2)cc2[nH]c(C3COc4ccccc4O3)nc2c1C (stereo unspecified),6,-13
Cc1cccc(NC(=O)Nc2cnn(-c3cccc(C(=O)Nc4ccc5c(c4)OCCO5)c3)c2)c1,29,-14
O=C(NCCCN1CCCC1=O)c1cccc(Nc2nccc3ccccc23)n1,-14,2
O=C(NC1CC1)c1ccnc(Nc2ccc(-n3ccnc3)cc2)c1,-3,-2
NC(=O)c1ccc(-c2nc(Nc3ccccc3)c3ncn(-c4ccccc4)c3n2)cc1,13,-11
Cc1nn(C)c(C)c1-c1nc(NCCO)c2ncn(-c3ccsc3)c2n1,8,-35
Cn1c(NN)nc2sc3c(c2c1=O)CCCC3,·,4
CC(C)[C@H](O)C(=O)N1CCCC(C(=O)Nc2ccc3[nH]ncc3c2)C1 (stereo partly specified),1,0
COc1cc2nc(-c3ccccc3)nc(NCCN3CCOCC3)c2cc1OC,-6,-5
CC(C)N(CCNC(=O)c1ccc2nc(Nc3nc4ccccc4n3C)sc2c1)C(C)C,-1,-1
NC(Cc1ccccc1)c1nc2ccc(-c3ccncc3)cc2[nH]1 (stereo unspecified),11,-4

# The list goes on.
SMILES,ASK1 primary,ULK1 primary
COc1cc(OC)nc(Oc2ccccc2C(=O)NCC(=O)NCC(=O)O)n1,·,6
Cn1nccc1Nc1ccc(-n2cc(CC(=O)NCc3cccnc3)c3ccccc32)nn1,-8,16
Cc1cnc(-c2c(C)noc2C)nc1NCc1cccnc1,-17,7
CC(=O)Nc1ccc(Nc2nc(-c3ccc(N4CCOCC4)nc3)ncc2C)cc1,-3,59*
c1ccc(-c2cc(N3CCCCC3)nc(-c3ccncc3)n2)nc1,·,-10
Nc1nc(NCCN2CCOCC2)cc(NCc2ccc3c(c2)OCO3)n1,6,-2
Cc1cc2c(NC(=O)C3CCC(N)CC3)cccc2nn1 (stereo unspecified),-9&0,10&18
COc1ccc(CCNc2nc(Nc3ncccn3)nc3nc[nH]c23)cc1,-13,0
CC(C)N(CCNc1nc(-c2csc3ccccc23)nc2c1ncn2CCN1CCCC1=O)C(C)C,1,6
O=C(Cn1c(CO)cnc1SCC(=O)N1CCCc2ccccc21)NCc1ccccc1,·,2
Cc1cnc(NCCN2CCOCC2)nc1Nc1ccc2c(c1)OCO2,0,7
O=C([C@H](O)c1ccccc1)N1CCN(c2ccc3[nH]ncc3c2)CC1,-15,3
CN1C(=O)Cc2cc(NC(=O)C34CC5CC(CC(C5)C3)C4)ccc21,·,2
CCCNc1nc(-c2cccc(N)c2)nc2c1ncn2-c1ccsc1,-1,-15
Cc1cc(NCCO)nc(Nc2ccccn2)n1,-6,-3
O=C(Nc1ccc(Oc2ccccc2)cc1)c1cnc(-c2ccc(N3CCOCC3)nc2)s1,-12,-1
COc1ccc(CCNc2ncnc3c2nc(-c2cccc(N)c2)n3C(C)C)cc1,13,-29
O=C(NCCc1ccc(O)cc1)c1cccc(Nc2ccncn2)n1,1,3
CC(=O)OCC(=O)[C@@]1(O)CCC2C3CCC4=CC(=O)CC[C@]4(C)[C@@]3(F)[C@@H](O)C[C@@]21C (stereo partly specified),·,3
COc1cccc(-c2cccc3cnc(Nc4ccc(-n5cnc(C)n5)cc4)nc23)c1,-39,0
O=C(NCCOc1ccccc1)c1cnc(N2CCN(Cc3ccc4c(c3)OCO4)CC2)s1,-10,-13
CC(C)N(CCNc1cc(N2CCCC2CO)ncn1)C(C)C (stereo unspecified),-5,-2
CC(C)[C@H](O)C(=O)N[C@H]1CC[C@H](C(=O)Nc2ccc3[nH]ncc3c2)C1,-1,5
Cn1c(Nc2nc(NCCO)c3ncn(CCN4CCCC4=O)c3n2)nc2ccccc21,2,73*
COc1ccc(CCNC(=O)c2ccc3nc(Nc4ncccn4)sc3c2)cc1,11,6

# A second format for some results above.
ASK1 primary	ULK1 primary	SMILES
·	6	COc1cc(OC)nc(Oc2ccccc2C(=O)NCC(=O)NCC(=O)O)n1
-8	16	Cn1nccc1Nc1ccc(-n2cc(CC(=O)NCc3cccnc3)c3ccccc32)nn1
-17	7	Cc1cnc(-c2c(C)noc2C)nc1NCc1cccnc1
-3	59*	CC(=O)Nc1ccc(Nc2nc(-c3ccc(N4CCOCC4)nc3)ncc2C)cc1
·	-10	c1ccc(-c2cc(N3CCCCC3)nc(-c3ccncc3)n2)nc1
6	-2	Nc1nc(NCCN2CCOCC2)cc(NCc2ccc3c(c2)OCO3)n1
-9&0	10&18	Cc1cc2c(NC(=O)C3CCC(N)CC3)cccc2nn1 (stereo unspecified)
-13	0	COc1ccc(CCNc2nc(Nc3ncccn3)nc3nc[nH]c23)cc1
1	6	CC(C)N(CCNc1nc(-c2csc3ccccc23)nc2c1ncn2CCN1CCCC1=O)C(C)C
·	2	O=C(Cn1c(CO)cnc1SCC(=O)N1CCCc2ccccc21)NCc1ccccc1
0	7	Cc1cnc(NCCN2CCOCC2)nc1Nc1ccc2c(c1)OCO2
-15	3	O=C([C@H](O)c1ccccc1)N1CCN(c2ccc3[nH]ncc3c2)CC1
·	2	CN1C(=O)Cc2cc(NC(=O)C34CC5CC(CC(C5)C3)C4)ccc21
-1	-15	CCCNc1nc(-c2cccc(N)c2)nc2c1ncn2-c1ccsc1
-6	-3	Cc1cc(NCCO)nc(Nc2ccccn2)n1
-12	-1	O=C(Nc1ccc(Oc2ccccc2)cc1)c1cnc(-c2ccc(N3CCOCC3)nc2)s1
13	-29	COc1ccc(CCNc2ncnc3c2nc(-c2cccc(N)c2)n3C(C)C)cc1
1	3	O=C(NCCc1ccc(O)cc1)c1cccc(Nc2ccncn2)n1

# Going on with the list:
SMILES,ASK1 primary,ULK1 primary
COc1ccc(-c2nc(Nc3ccc(N4CCOCC4)cc3)c3ncn(-c4ccsc4)c3n2)cn1,8,12
O=C(NCc1nc2ccccc2[nH]1)c1cc(N2CCCC2CO)nc2ccccc12 (stereo unspecified),7,-5
CCCNC(=O)c1ccc(COc2cccc3c2OC(C)(C)C3)cc1,·,-3
COc1cc(Nc2nc(-c3ccc(C(N)=O)cc3)nc3c2ncn3-c2ccccc2)cc(OC)c1OC,4,-29
CC(C)N(CCNc1cc(Nc2cccc(N(C)C)c2)ncn1)C(C)C,-18,9
Cc1ccc(OCC(=O)Nn2cnnc2)cc1,·,-2
Oc1ccc(CCNc2nc(Nc3cnccn3)nc3nc[nH]c23)cc1,-16,11
O=C1c2cccc3c([N+](=O)[O-])ccc(c23)C(=O)N1Nc1ccccc1[N+](=O)[O-],·,2
CC(C)n1cnc2c(Nc3ccc4c(c3)OCO4)nc(NC3CCC(O)CC3)nc21 (stereo unspecified),10,35
COc1ccc(CCNc2cc(-c3ccc(N4CCOCC4)nc3)ncn2)cc1,5,-6
CC(C)n1cnc2c(NCc3nc4ccccc4[nH]3)nc(Nc3ccc(N4CCOCC4)cc3)nc21,10,21
CN1CCN(C(=O)c2ccc(-c3cc(C(=O)Nc4ccc(Oc5ccccc5)cc4)ccn3)cc2)CC1,-1,14
Cc1cc(Nc2ccc(N3CCOCC3)cc2)nc(-c2ccc(N3CCOCC3)nc2)n1,13,8
COc1ccc(CCNC(=O)c2cnc(-c3ccc(C(=O)NC4CC4)cc3)s2)cc1,14,-2
NC(=O)c1cccc(-c2cccc(N)c2)c1,-7,-10
c1cc(-n2ccc(CN3CCOCC3)n2)cc(Nc2ccc(N3CCOCC3)cc2)n1,-16,-3
O=C(NCCO)c1ccc2nc(NCc3cccnc3)sc2c1,0,12
CCCNc1nc(Nc2ccc(N3CCOCC3)cc2)nc(N(CC)CC)n1,15,4
O=C(NCCN1CCOCC1)c1cccc(-n2ncc3cc(Nc4ccccc4Br)ccc32)c1,23,-14
CCCn1cc(NC(=O)c2cc(-c3ccccc3[N+](=O)[O-])no2)cn1,3,4
N[C@H](C(=O)O)[C@H](O)c1ccc(O)c(O)c1,·,89*
OCCN1CCN(c2cc(-c3ccccc3)nc(-c3cccnc3)n2)CC1,·,3
c1nc(Nc2ccc(N3CCOCC3)cc2)c2[nH]c(N3CCN(Cc4ccc5c(c4)OCO5)CC3)nc2n1,43*,42
CCN(CC)c1nc(NCc2nc3ccccc3[nH]2)nc(N2CCN(Cc3ccc4c(c3)OCO4)CC2)n1,0,-10
COc1cc(NC(=O)c2cccc(-n3cc(NC(=O)Nc4ccccc4)cn3)c2)cc(OC)c1OC,5,-33

# (further entries)
SMILES,ASK1 primary,ULK1 primary
CC(C)n1cnc2c(NCc3cccc(C(F)(F)F)c3)nc(N3CCOCC3)nc21,15,-8
CCN(CC)S(=O)(=O)c1c(C)nn(C(=O)c2ccccc2[N+](=O)[O-])c1C,·,2
CC(C)n1c(Nc2ccc(-n3ccnc3)cc2)nc2c(NC3CC3)ncnc21,-12,2
CCCNC(=O)c1csc(Nc2ccc3ncccc3c2)n1,5,-4
Cc1cncc2cccc(NC3CCN(C(=O)C(O)c4ccc(Cl)cc4)CC3)c12 (stereo unspecified),-19,-9
CCCNc1ncnc2nc(Nc3ccc(N4CCOCC4)cc3)[nH]c12,17,12
FC(F)(F)c1ccc(Cn2cnc3c(Nc4ccc5c(c4)OCO5)nc(NCc4ccc5c(c4)OCO5)nc32)cc1,20,11
COc1cccc(CN(CCCO)C(=O)Nc2ccc(-c3cn[nH]c3)cc2)c1,-15,4
COc1ccc(-c2nc(NCCc3ccc(O)cc3)c3ncn(CCN4CCCC4=O)c3n2)cn1,-8,-15
OCCNc1nc(Nc2ccc(N3CCOCC3)cc2)nc2c1ncn2C1CCCCC1,0,9
COc1ccccc1O,·,0
Cn1cc(-c2ccc3cnc(Nc4ccc(-n5cnc(N6CCOCC6)n5)cc4)cc3c2)cn1,11,74*
COc1cc(Nc2ccc(-n3cc(CC(=O)NCCN(C(C)C)C(C)C)c4ccccc43)nn2)cc(OC)c1OC,1,1
Cc1ncn(-c2ccc(Nc3nccc(-c4cccc(Br)c4)n3)cc2)n1,17,-16
COc1cccc(CNC(=O)Nc2ccc(-c3cn[nH]c3)cc2SCCN2CCOCC2)c1,-3,-3
CN(C)CCC(NC(=O)Nc1ccc(-c2cn[nH]c2)cc1)c1ccccc1 (stereo unspecified),-1,5
NC[C@@H]1O[C@H](O[C@@H]2[C@@H](CO)OC(O[C@@H]3[C@@H](O)[C@H](N)C[C@H](N)[C@H]3OC3O[C@H](CN)[C@@H](O)[C@H](O)[C@H]3N)[C@@H]2O)[C@H](N)[C@@H](O)[C@@H]1O (stereo partly specified),·,-5
O=C(NCCO)c1ccnc(-c2ccccc2)c1,-14,-10
CC(C)N(CCNC(=O)c1ccc(-c2ccc(N3CCOCC3)nc2)s1)C(C)C,-29,3
Cc1cc(Nc2ccccc2)nc(Nc2ccc(C(F)(F)F)cc2)n1,-22,-32
CC(C)n1c(Nc2ccccc2)nc2c(NCCc3ccc(O)cc3)ncnc21,3,-25
CN1CCN(c2ccc(-c3nc(NCCOc4ccccc4)c4ncn(Cc5ccc(C(F)(F)F)cc5)c4n3)cc2)CC1,2,-12
COc1cc(Nc2nc(NCCCN3CCCC3=O)nc3c2ncn3C(C)C)cc(OC)c1OC,20,26
CCNc1cc(C(=O)NCCc2ccc(O)cc2)ccn1,-13,-1
CC(C)(Cc1ccccc1)NCC(O)c1ccc(O)c(NS(C)(=O)=O)c1 (stereo unspecified),·,-13

# New compounds follow:
SMILES,ASK1 primary,ULK1 primary
O=C(O)C[C@H](O)C[C@H](O)/C=C/c1c(C2CC2)nc2ccccc2c1-c1ccc(F)cc1,·,-19
O=C(NCc1cccc(C(F)(F)F)c1)C1CCN(c2ccc(Nc3ccc(-n4ccnc4)cc3)nn2)CC1,-1,-13
COc1cc(Nc2cc(C(=O)NC3CCN(Cc4ccccc4)CC3)ccn2)cc(OC)c1OC,5,3
CCNc1nc(NCCN2CCOCC2)c2ncn(Cc3ccc(C(F)(F)F)cc3)c2n1,-1,3
CCOC(=O)C(=O)Nc1ccc(Oc2ccccc2)cc1,·,-1
O=C(NCc1cccnc1)c1cnc(Br)s1,-6,13
COc1ccc(Cc2nnc(NS(=O)(=O)Cc3ccccc3)s2)cc1,·,-3
OC1CCC(Nc2nc(Nc3ccccc3)c3ncn(Cc4ccc(C(F)(F)F)cc4)c3n2)CC1 (stereo unspecified),-8,-28
COc1ccc(C2C(C#N)=C(N)SC(N)=C2C#N)c(OC)c1C,·,-10
O=C(NCc1cccc(C(F)(F)F)c1)c1ccnc(-c2cccs2)c1,-8,-44
COCC(=O)Nc1cc(Sc2ccccc2)ccc1N=C(NC(=O)OC)NC(=O)OC,·,-5
NC(=O)[C@H]1OC(O)[C@H](O)[C@@H](O)[C@@H]1O (stereo partly specified),·,-4
COc1nc(Nc2ccc(Oc3ccccc3)cc2)nc(-c2ccc(N3CCOCC3)nc2)n1,12,-5
O=C(Nc1nc(-c2ccncc2)cs1)C1COc2ccc3ccccc3c2O1 (stereo unspecified),9,-18
